Source: PubChem BioAssay (National Center for Advancing Translational Sciences (NCATS))
MCF10A rerep: induces DNA re-replication in MCF 10a normal breast cells. MCF 10A DNA re-replication, Hoechst nuclear intensity, 48 h. Potency, µM (highest dose often 46.1 µM), without a hit: at the highest dose activity, positive = re-replication, hits mostly activators. 350,000 tested, 2.9% active; note: potency is the fitted concentration of half-maximal effect; % of control where 0% means no effect; nearly all actives have a fitted effect of over 50% in size
ATXN2 expr inh: ATXN2 expression inhibition; 360,000 tested, 0.72% active; HEK-293 ATXN2-luciferase reporter, luminescence, 24 h; Potency, µM (doses to about 57 µM), without a hit: top-dose activity change, negative = inhibition, actives largely listed as inhibitors; note: potency is the fitted concentration of half-maximal effect; % is set by controls: 0 for no effect and ±100 for the full control effect; nearly all actives have a fitted effect of over 55% in size
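ATXN2-luciferase reporter cells (luciferase flanked by upstream and downstream ATXN2 gene portions) were treated 24 h at 37 °C with compounds at up to 57 uM. SteadyGlo luminescence gave expression; GF-AFC fluorescence gave viability.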
Nrf2 ARE act: activates Nrf2 signaling. AREc32 ARE-luciferase reporter (MCF7-derived line), luminescence, 24 h. Potency, µM (top dose mostly 46.1 µM), for the others: top-dose activation, hits mostly activators. 410,000 tested, 0.31% active; note: potency is the fitted concentration of half-maximal effect; % of control where 0% means no effect; nearly all actives have a fitted effect of over 65% in size
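Quantitative high-throughput format: AREc32 reporter cells, 1000 per well, received compound by pin transfer and were incubated 24 hr at 37 deg C, 5% CO2, before Steady-Glo luminescence detection.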
HepG2 viability: kills HepG2 cells in TGF-b inhibitor counter-screen | HepG2 CAGA-GFP viability, ATP luminescence, 18 h | 410,000 tested, 0.76% active | Potency, µM (top dose mostly 46.1 µM), for inactives: top-dose activity change, negative = cytotoxicity, usual class: cytotoxic; note: potency is the fitted concentration of half-maximal effect; some results filed as inactive show a strong effect at the top dose
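HepG2 CAGA-GFP cells (1000/well, DMEM with 1% FBS) received compound, then TGF-beta at 500 pg/mL final, and were incubated 18 hours at 37 degrees C. Viability was read by CellTiter-Glo luminescence. Media-only wells were set as complete cell-killing and DMSO as no toxicity.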
TGFb inhibitor: inhibitors of TGF-b signaling | HepG2 CAGA-GFP TGF-b/SMAD3 reporter, GFP fluorescence, 18 h; TGF-beta stimulated, 500 pg/mL final | Potency, µM (titrated, usually from 46.1 µM), for the others: at the top dose activity, negative = inhibition, most hits filed as inhibitors | AID 588855 | 410,000 tested, 1.2% active; note: potency is the fitted concentration of half-maximal effect; % is set by controls: 0 for no effect and ±100 for the full control effect; nearly all actives have a fitted effect of over 65% in size
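HEPG2 CAGA-GFP cells (1000/well, DMEM with 1% FBS) were pre-incubated 2 h at 37 degrees C, given compound by pin tool, then stimulated with TGF-beta at 500 pg/mL final for 18 h before per-cell GFP fluorescence imaging.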
A549 tox: kills or reduces viability of A549 cells in Nrf2 counter-screen. Potency, µM (top dose mostly 46 µM), without a hit: top-dose activity change, negative = cytotoxicity, most hits filed as inhibitors. A549 ARE-Fluc cells, CellTiter-Fluor viability, 18-24 h. 390,000 tested, 0.16% active; note: potency is the fitted concentration of half-maximal effect; % is set by controls: 0 for no effect and ±100 for the full control effect
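A549 ARE_Fluc cells in 5% FBS OPTI-MEM were exposed to compounds in concentration-response for 18-24 h at 37 deg C. Viability was read by CellTiter-Fluor fluorescence (Ex 405/Em 525) after 30 min, before the luciferase read.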
IL1B secr inh: inflammasome signaling inhibition, IL-1 beta readout. 360,000 tested, 4.7% active. activity change, % at 57.5 µM. THP-1 LPS/ATP IL-1B secretion, AlphaLISA, 16 h; active compounds read low; in the data active = activity change below about -50%; inconclusive = mostly about -30% to -49%; note: % is set by controls: 0 for no effect and ±100 for the full control effect
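Secreted IL-1B measured by AlphaLISA bead assay after 16 h compound exposure of THP-1 cells; compounds (final up to 57.5 uM) added 1 h before LPS (250 ng/mL) and ATP (1.25 mM) stimulation; lower signal means less secretion.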
Nrf2 inh: inhibitors of Nrf2 signaling | Potency, µM (titrated, usually from 46 µM), for the others: at the highest dose activity change, negative = inhibition, actives largely listed as inhibitors | A549 ARE-Fluc reporter, luciferase luminescence, 18-24 h | 360,000 tested, 2.1% active; note: potency is the fitted concentration of half-maximal effect; % is set by controls: 0 for no effect and ±100 for the full control effect; nearly all actives have a fitted effect of over 60% in size
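A549 ARE_Fluc cells (5000/well, 5% FBS OPTI-MEM) pre-incubated 2 h, then treated with compounds 18-24 h at 37C/5% CO2 in concentration-response. CellTiter-Fluor viability read first; BugLite luciferase luminescence after 15 min at room temperature gives Nrf2 activity.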
S2 tox: reduces viability in counter-screen for ATXN expression inhibitors. S2 cells (HEK-293 line with an ATXN2-luciferase reporter) viability, CellTiter-Fluor protease fluorescence, 24 h. Potency, µM (series often up to 56.7 µM), usual class: cytotoxic. 400,000 tested, 0.49% active. AID 651635; note: potency is the fitted concentration of half-maximal effect; nearly all actives have a fitted effect of over 40% in size
Numbers without * were called inactive; i = inactive; ? = inconclusive; / = no result given; & = joins results of further samples; [ ] = dose if it differs, or a comment. Unless noted, calls come from the whole dose curve; as a rule, active = well fitted curve in the direction sought with a large enough effect; inconclusive = small, poorly fitted or top-dose-only effect, or another doubt; inactive = no such curve, though single readings can be large; an effect the other way counts as inactive or inconclusive.

SMILES	MCF10A rerep	ATXN2 expr inh	Nrf2 ARE act	HepG2 viability	TGFb inhibitor	A549 tox	IL1B secr inh	Nrf2 inh	S2 tox
O=C(Nc1ccc(N2CCOCC2)nc1)c1ccccc1Cl	-4%	23%	2.6%	-4%	-9%	4%	-7	18%	i
Cc1cccn2c(=O)c(/C=C(\C#N)S(=O)(=O)c3ccccc3)c(Oc3ccc(Cl)cc3)nc12	17%	-35%	14%	-3%	5%	10%	-8	4%	?
CC(C)OCCCNc1ncnc2c1cnn2-c1ccccc1	22%	37%[activator]	-0.3%	-32%	-11%	-6%	-12	?	i
O=C(NCCCc1nc2ccccc2n1Cc1ccccc1Cl)C1CCCCC1	/	-15%	-0.5%	-8%	-13%	-16%	/	?	i
CCC(C)(C)C1CCC2(CC1)NC(CO)(CO)CO2 (stereo not given)	-1%	3%	-0.4%	-1%	0%	4%	9	6%	i
CCc1ccc(C(=O)NNC(=O)c2n[nH]c(=O)c3ccccc23)cc1	24%	0%	-0.5%	1%	5%	1%	10	-1%	i
Cc1ccc(Nc2nc(C(=O)N3CCC(C(=O)N4CCN(C)CC4)CC3)cs2)cc1	2%	20%	0.3%	-9%	13%	4%	-25	9%	i
C=Cc1ccc2c(c1)N(C)C(=C)S2	18%	18%	-0.7%	9%	1%	-6%	-11	-9%	i
CN(C1CCCCC1)S(=O)(=O)c1ccc2c(c1)c(=O)c(C(=O)NCc1ccccc1Cl)cn2C	/	5%	3.8%	18%	-11%	1%	/	6%	i
Cn1cc(CN(CCCN2CCOCC2)C(=S)Nc2cccc(Cl)c2)c2ccccc21	23µM*	?	7.7%	2%	?	-22%	-28	?	i
CCC(C)[C@H](NC(=O)Nc1ccc2c(c1)OCCO2)C(=O)OC (stereo not given in full)	1%	6%	-0.2%	11%	-5%	-4%	-17	?	i
COCCNC(=O)C1(S(=O)(=O)c2ccccc2)CC=CC1	-9%	24%	-0.7%	-14%	1%	2%	25	12%	i
COc1ccc(-n2c(C)cc(C(=O)COC(=O)c3cc(OC)c(OC)cc3NC(=O)c3cccs3)c2C)cc1	?	-7%	0.6%	-7%	0%	14%	0	-1%	i
O=C(CS(=O)(=O)c1cn(CC(=O)N2CCOCC2)c2ccccc12)Nc1ccccc1	-3%	/	-0.5%	1%	-3%	-11%	0	0%	i
COC(=O)[C@]12CCCCC=C1N(Cc1ccco1)C(=O)[C@H](CC(=O)NCc1cccc(C(F)(F)F)c1)C2	/	4%	0.6%	/	/	/	-15	/	i
OCCC1CN(Cc2ccc(Oc3ncccn3)cc2)CCN1C1CCCCC1 (stereo not given)	-1%	/	-0.1%	14%	14%	2%	4	15%	i
COc1ccc(CCC(=O)NC2CCCc3ccccc32)cc1OC (stereo not given)	9%	19%	-0.8%	6%	-1%	-1%	20	-5%	i
CC(OC(=O)c1ccc(Cl)c(S(=O)(=O)N2CCOCC2)c1)C(=O)NC1CCCCC1C (stereo not given)	1%	-8%	-0.9%	-26%	0%	4%	-6	-25%	i
COc1cc(NC(=O)c2sc(C)nc2C)c(OC)cc1NC(=O)c1ccccc1	18%	/	-0.5%	-8%	0%	1%	-16	5%	?
C/C=C/Cn1c(Br)nc2c1c(=O)[nH]c(=O)n2C	-8%	6%	4.0%	3%	-13%	13%	0	?	i
Cc1cc(C)nc(N2CCCC(C(=O)Nc3ccc4c(c3)OCCO4)C2)n1 (stereo not given)	7%	6%	0.1%	-1%	-2%	-4%	17	/	i
CCOc1ccccc1NC(=O)Nc1ccc2c(c1)OCO2	14%	22%	-0.3%	-22%	0%	13%	?	10%	i
CC1CC1C(=O)Nc1cc(C(F)(F)F)ccc1N1CCOCC1 (stereo not given)	3%	-10%	0.1%	2%	-2%	4%	-6	1%	i
CCc1noc(C)c1C(=O)Nc1cc(S(=O)(=O)N2CCOCC2)ccc1N1CCN(CC)CC1	2%	-4%	-0.7%	2%	-21%	0%	1	16%	i
Cc1cccc(N(C(=O)c2snc(C(N)=O)c2N)C(C(=O)NC2CCCC2)c2ccncc2)c1 (stereo not given)	19%	-1%	0.1%	9%	22%	-7%	23	3%	i

Complete entries from above. Values in the order: MCF10A rerep, ATXN2 expr inh, Nrf2 ARE act, HepG2 viability, TGFb inhibitor, A549 tox, IL1B secr inh, Nrf2 inh, S2 tox
CCC(C)[C@H](NC(=O)Nc1ccc2c(c1)OCCO2)C(=O)OC (stereo not given in full) across the screens: 1%, 6%, -0.2%, 11%, -5%, -4%, -17, ?, i
CCc1ccc(C(=O)NNC(=O)c2n[nH]c(=O)c3ccccc23)cc1 across the screens: 24%, 0%, -0.5%, 1%, 5%, 1%, 10, -1%, i

The results go on:
SMILES	MCF10A rerep	ATXN2 expr inh	Nrf2 ARE act	HepG2 viability	TGFb inhibitor	A549 tox	IL1B secr inh	Nrf2 inh	S2 tox
COc1cc([N+](=O)[O-])ccc1NC(=O)NCc1cccnc1	9%	-1%	0.2%	4%	-11%	-6%	-20	-8%	i
CN(Cc1ccco1)C(=O)c1ccc(S(=O)(=O)N2CCCCCC2)cc1	19%	6%	3.8%	-49%	-16%	2%	?	-8%	i
COc1ccc(C)cc1-n1nnnc1SCC(=O)c1ccc2c(c1)OCCO2	11%	3%	-0.4%	-13%	-24%	-12%	-13	-18%	i
Cc1ccc(C(=O)C2CCN(CC(=O)N3CCN(c4ccc(F)cc4)CC3)CC2)cc1	13%	?	0.0%	-28%	-29%	5%	-55*	-9%	i
O=C(NN=C1CCCC1)C(=O)Nc1cccc(C(F)(F)F)c1	1%	-5%	-0.4%	-13%	-24%	-2%	0	/	i
O=C1CCCc2oc3ccc(O)cc3c21	-2%	-2%	-0.9%	-15%	10%	-7%	1	-5%	i
CN(C)Cc1ccccc1Sc1cccc2ccccc12	13µM*	?	5.4%	-37%	-24%	1%	?	-3%	i
COc1ccccc1NC(=O)c1ccc(NS(=O)(=O)c2ccc(F)c(Cl)c2)cc1	?	-4%	0.1%	-2%	-6%	-1%	0	?	?
CCOc1ccccc1NC(=O)Cn1nnc(C(=O)NCc2ccc3c(c2)OCO3)c1N	4.6µM*	/	-0.7%	3%	0%	1%	30	0%	?
COc1ccc(NC(=O)CCN(c2ccc(OC)cc2)S(=O)(=O)c2ccc(C)c(C)c2)cc1	9%	2%	0.5%	-16%	-27%	-6%	-17	?	i
CCOc1cc(/C=N/NC(N)=O)cc(Br)c1OCc1ccccc1	-2%	-27%	8.0%	-22%	2%	16%	8	7%	i
Cc1ccccc1Oc1cc(NC(=O)CCCn2nc(C)c([N+](=O)[O-])c2C)cc([N+](=O)[O-])c1	2%	?	3.6%	20%	?	-4%	-56*	?	i
Cc1ccc(C(=O)NC(=S)Nc2ccc3c(c2)OCCO3)c(C)c1	?	26%	0.1%	-39%	-12%	-11%	-7	26%	i
COC(=O)c1ccc(Cn2nc(-c3ccc(C)cc3)ccc2=O)cc1	5%	-3%&11%	-0.9%&-1.1%	-23%&-55%	-5%&-18%	0%&1%	10	1%&29%	i
CCCOc1ccc(C(=O)Nc2ccc3oc(-c4ccc(N(C)C)cc4)nc3c2)cc1	/	10%	2.7%	-59%	-4%	3%	/	-5%	i
CCc1c(C)sc2nc3c(C(=O)N4CCOCC4)cc(C(=O)c4cc(F)ccc4O)cn3c(=O)c12	?	-21%	2.9%	-10%	?	?	-76*	-4%	?
O=C(CSc1n[nH]c(-c2ccccc2Cl)n1)N1CCN(c2ccccc2F)CC1	/	/	1.0%	-22%	?	17%	/	/	/
Clc1ccc(SCc2cc(Cl)nc(-c3ccccc3)n2)cc1	0%	3%	-0.2%	3%	1%	10%	6	16%	i
COC(=O)c1c2c(nc3ccccc13)CCC2	?	8%	0.0%	1%	6%	7%	22	12%	i
NC(=O)c1ccc(NC(=O)COC(=O)c2cc(S(=O)(=O)N3CCOCC3)ccc2N2CCCCC2)cc1	-9%	9%	-0.3%	-6%	-11%	3%	0	2%	i
O=C(c1ccc(Cl)c(S(=O)(=O)N2CCCC2)c1)N1CCN(c2ccc(F)cc2)CC1	?	-38%	0.5%	6%	-20%	-12%	-24	?	i
O=C(CSc1nc2[nH]ncc2c(=O)[nH]1)N1CCCC1	-3%	2%	-0.9%	7%	?	-5%	15	4%	?
CCCNC(=O)NNC(=O)c1ccc(F)cc1	1%	-13%	-0.4%	14%	11%	-1%	2	2%	i
CC1CCC(NC(=O)c2nn(C)c(=O)c3ccccc23)CC1 (stereo not given)	/	/	5.5%	-18%	5%	/	?	/	i
COc1cc(O)c(C(CCN2CCCC2)c2ccc(N(C)C)cc2)c(OC)c1 (stereo not given)	7%	-3%	-0.8%	-1%&-19%	?	-4%&-8%	-13	10%&-17%	i
Next section
SMILES	MCF10A rerep	ATXN2 expr inh	Nrf2 ARE act	HepG2 viability	TGFb inhibitor	A549 tox	IL1B secr inh	Nrf2 inh	S2 tox
COC(=O)c1sc(-c2ccc(Cl)cc2)cc1NC(=O)CSCC(=O)O	-6%	/	2.1%	6%	42%[activator]	14%	0	-11%	i
O=C(c1ccccc1Cl)N1N=C(c2ccc(Br)cc2)CC1c1nc2ccccc2[nH]1 (stereo not given)	?	-6%	-0.1%	-13%	-22%	?	-67*	?	?
CC(C)(C)c1ccccc1NC(=O)Nc1nc(C(N)Cc2ccc(F)cc2)cs1 (stereo not given)	/	-9%	-1.9%	-107%	?	/	-53*	/	i
CCC(=O)N1CCc2cc(S(=O)(=O)NC(Cc3ccccc3)C(=O)Nc3cccc(OC)c3)ccc21 (stereo not given)	/	-13%	-1.3%	-11%	-16%	1%	/	-27%	i
Cc1cc(C(F)(F)F)c(C#N)c(SCC(=O)NC(C)(C)C)n1	8%	2%	0.2%	7%	-5%	7%	10	10%	i
Cn1ncc(C(=O)Nc2ccc(OC(F)(F)F)cc2)c1-n1cccc1	-1%	-4%	?	10%	-1%	0%	2	-5%	i
